Assay outcomes deposited in PubChem BioAssay by several laboratories.
Tat transport – E. coli Tat export inhibitors, primary screen, MC4100, TorA-mCherry reporter, fluorescence, single point. inhibition, % at 10 µM. 340,000 tested, 0.036% active. AID 488895, 2010;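 active = mean replicate inhibition at least 50% and at least half of replicates individually reaching 50%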;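 note: exported cargo escapes ClpAP degradation while cytoplasmic cargo is degraded and loses fluorescence; 0% = median of neutral control wells and 100% = median of NaSCN control wells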
PKA-R2B act – activators of PKA-R2B holoenzyme, primary screen, biochemical, fluorescence polarization, Cy5-IP20, human. AID 504700, 2011. PKA-R2B holoenzyme dissociation; R2B truncated from residue 108, S112A mutant; 0% DMSO only, 100% 113 µM cGMP. 340,000 tested, 0.079% active. activation, % at 11.4 µM;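 active = activation above a cutoff set at the mean over all compounds plus 3 SD, cut at about 18% in these data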;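 note: higher means more holoenzyme dissociation and a rise in polarization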
Target sequence (P31323 whole entry, looked up, other chains not shown, the tested form may be a part): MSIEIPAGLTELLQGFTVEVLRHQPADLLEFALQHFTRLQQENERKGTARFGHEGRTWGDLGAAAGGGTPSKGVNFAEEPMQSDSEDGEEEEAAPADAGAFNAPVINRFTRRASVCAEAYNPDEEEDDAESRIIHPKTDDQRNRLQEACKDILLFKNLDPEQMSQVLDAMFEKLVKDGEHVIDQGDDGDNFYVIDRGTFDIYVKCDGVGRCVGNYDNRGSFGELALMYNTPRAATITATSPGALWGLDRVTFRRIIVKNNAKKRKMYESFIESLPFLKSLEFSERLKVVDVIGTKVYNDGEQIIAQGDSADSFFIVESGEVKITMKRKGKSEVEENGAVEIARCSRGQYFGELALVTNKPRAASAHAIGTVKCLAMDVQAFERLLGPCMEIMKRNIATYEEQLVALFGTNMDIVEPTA
SUMO Mot1 rescue – yeast Mot1-301 growth rescue at high temperature, primary screen, SUMOylation pathway inhibitor project, S. cerevisiae, ATP luminescence, 38.5C; S. cerevisiae Mot1-301 growth rescue; percent above DMSO median, 100 means doubled; growth rescue, % at 18.8 µM; 320,000 tested, 1% active; AID 2716, 2010;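 active = every valid replicate shows activation above 250% relative to neutral control wells; inactive = the rest, any valid replicate at or below 250%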;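 note: OY570 slx delta 5 strain wells were the positive control but not used for scaling; some compounds called inactive have numbers as strong as hits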
DAGLB inh – DAGLB lipase inhibitors, primary screen, biochemical, fluorescence, HTS; Diacylglycerol lipase-beta (Homo sapiens), Q8NCG7; HEK293T DAGLB membrane lysate, EnzChek fluorogenic substrate; inhibition, % at 5.17 µM; 340,000 tested, 0.059% active; in the data active = inhibition above about 34%;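 note: 0% = enzyme with vehicle and 100% = wells lacking enzyme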
Target sequence (Q8NCG7 whole entry, looked up): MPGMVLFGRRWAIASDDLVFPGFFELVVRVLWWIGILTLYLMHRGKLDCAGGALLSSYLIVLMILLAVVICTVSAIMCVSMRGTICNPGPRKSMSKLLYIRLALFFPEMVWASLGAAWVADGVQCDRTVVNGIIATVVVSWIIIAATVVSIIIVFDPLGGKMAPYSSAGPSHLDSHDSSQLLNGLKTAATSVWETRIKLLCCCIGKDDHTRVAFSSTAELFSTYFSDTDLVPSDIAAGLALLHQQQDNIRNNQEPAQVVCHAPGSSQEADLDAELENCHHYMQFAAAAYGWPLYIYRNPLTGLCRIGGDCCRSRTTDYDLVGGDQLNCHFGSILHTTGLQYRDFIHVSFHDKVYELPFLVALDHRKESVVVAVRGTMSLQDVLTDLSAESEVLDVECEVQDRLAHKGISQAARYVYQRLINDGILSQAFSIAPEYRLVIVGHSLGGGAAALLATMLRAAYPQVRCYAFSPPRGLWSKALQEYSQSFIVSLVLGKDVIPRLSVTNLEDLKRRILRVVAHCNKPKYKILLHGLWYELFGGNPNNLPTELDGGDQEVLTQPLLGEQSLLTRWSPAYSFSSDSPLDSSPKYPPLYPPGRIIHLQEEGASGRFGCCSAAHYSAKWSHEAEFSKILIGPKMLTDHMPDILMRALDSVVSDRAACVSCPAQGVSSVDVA
CDK5 inh – inhibitors of human CDK5/p35 kinase, primary screen, biochemical, single concentration; Cyclin-dependent kinase 5 (Homo sapiens) + Cyclin-dependent kinase 5 activator 1 (Homo …; Recombinant CDK5/p35, ADP-Glo luminescence, 60 min; 330,000 tested, 0.01% active; inhibition, % at 10 µM; AID 488839, 2010;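 active = highest replicate inhibition of at least 50% and at least 75% of replicates reaching 50%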;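 note: plate controls were DMSO neutral control for no effect and GW8510 at 10 µM for full effect; many of its hits are not listed in these tables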
AddAB inh – growth inhibition of E. coli expressing H. pylori AddAB, primary screen, AddAB inhibitor project, absorbance; inhibition, % at 11.9 µM; 330,000 tested, 0.29% active; in the data active = inhibition above about 12%;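 note: 0% = vehicle wells of infected cells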
HTR5A inv ag – HTR5A inverse agonists in luminescence cell assay, primary screen, counter-screen for OPRM1-OPRD1 heterodimer inverse agonist project, full-deck HTS | 5-hydroxytryptamine receptor 5A (Homo sapiens), P47898 | HTR5A cell line, inverse agonism | inhibition, % at 9.3 µM | 340,000 tested, 0.083% active; in the data active = inhibition mostly above about 23%, no sharp cut-off; inactive = mostly below about 18%;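 note: 0% = cells with DMSO and 100% = no-cell wells with DMSO; some compounds called inactive have numbers as strong as hits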
PKA-R1A act – activators of PKA-R1A holoenzyme, primary screen, biochemical, fluorescence polarization, Cy5-IP20, bovine R1A, mouse PKAc. PKA-R1A dissociation; scaled: DMSO 0%, 113 µM cGMP 100%. AID 504707, 2011. activation, % at 11.4 µM. 340,000 tested, 0.083% active. cAMP-dependent protein kinase type I-alpha regulatory subunit (Bos taurus) + …;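 active = percent activation above the mean of all tested compounds plus 3 SD, cut at about 19% in these data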;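 note: higher means more PKAc released from R1A so a rise in polarization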
phage Ecoli inh – growth loss of phage-infected E. coli, primary screen, RecBCD inhibitor project, absorbance, with phage, HTS. inhibition, % at 11.9 µM. 360,000 tested, 0.26% active; in the data active = inhibition above about 11%
E coli growth – E. coli V3065 growth inhibition, primary screen, counter-screen for AddAB inhibitor project, absorbance, OD600; 18 h; inhibition, % at 11.9 µM; 330,000 tested, 0.27% active;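 active = inhibition above the campaign's mean inhibition across all tested compounds plus 3 SD, cut at about 9.9% in these data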;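 note: uninfected addAB+ strain grown without phage in ampicillin broth; 0% = DMSO wells and 100% = ciprofloxacin 0.95 µg/ml wells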
HTR5A ag ctr – HTR5A agonists in luminescence cell assay, primary screen, counter-screen for OPRM1-OPRD1 heterodimer agonist project, full-deck HTS | 340,000 tested, 0.61% active | cell-based | activation, % at 9.3 µM | 5-hydroxytryptamine receptor 5A (Homo sapiens), P47898 | AID 504692, 2011; in the data active = activation mostly above about 9.5%, no sharp cut-off; inactive = mostly below about 7.6%;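 note: 0% = cells with vehicle only and 100% = reference agonist; strong numbers were not always called active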
* marks the source's active call; other numbers are inactive results.

How did Cc1cc(N2CCN(C)CC2)nc2ccc(NC(=O)CCC(=O)NCCCOC(C)C)cc12 do in these assays?
Tat transport: 3; PKA-R2B act: -9; SUMO Mot1 rescue: -3; DAGLB inh: -1; CDK5 inh: -2.0; AddAB inh: 1.0; HTR5A inv ag: -1; PKA-R1A act: 1; phage Ecoli inh: 1.3; E coli growth: 1.9; HTR5A ag ctr: 0

Results for O=C1Nc2ccccc2O/C1=C\c1ccccc1 ?
Tat transport: -1; PKA-R2B act: -6; SUMO Mot1 rescue: 2; DAGLB inh: 1; CDK5 inh: -0.5; AddAB inh: -1.6; HTR5A inv ag: -13; PKA-R1A act: 1; phage Ecoli inh: 1.0; E coli growth: -1.7; HTR5A ag ctr: 4

What do the screens show for `Cc1ccsc1C(=O)N1CCCC(CO)(Cc2ccccc2)C1` (stereo not given)?
Tat transport: 0; PKA-R2B act: 6; SUMO Mot1 rescue: 8; DAGLB inh: -3; CDK5 inh: -5.0; AddAB inh: -1.3; HTR5A inv ag: -14; PKA-R1A act: 0; phage Ecoli inh: 1.1; E coli growth: -5.8; HTR5A ag ctr: -2

How did COc1ccc(S(=O)(=O)N(C)CC(=O)NCCC2=CCCCC2)cc1OC do in these assays?
Tat transport: 1; PKA-R2B act: 7; SUMO Mot1 rescue: -3; DAGLB inh: 0; CDK5 inh: -1.3; AddAB inh: -0.3; HTR5A inv ag: -2; PKA-R1A act: -12; phage Ecoli inh: 1.5; E coli growth: -1.4; HTR5A ag ctr: 1

What do the screens show for `CN1CCN(S(=O)(=O)c2ccc(-c3noc(C4CCN(S(C)(=O)=O)CC4)n3)cc2)CC1`?
Tat transport: -5; PKA-R2B act: 6; SUMO Mot1 rescue: 10; DAGLB inh: 1; CDK5 inh: -1.1; AddAB inh: 0.7; HTR5A inv ag: 16; PKA-R1A act: 4; phage Ecoli inh: 3.0; E coli growth: -2.1; HTR5A ag ctr: -3

Results for O=C(Nc1ccc2c(c1)CCC2)c1ccc(Br)s1 ?
Tat transport: -2; PKA-R2B act: 0; SUMO Mot1 rescue: 9; DAGLB inh: -10; CDK5 inh: -1.2; AddAB inh: 0.1; HTR5A inv ag: -22; PKA-R1A act: -4; phage Ecoli inh: 2.2; E coli growth: 1.2; HTR5A ag ctr: 6

How did Cc1ccccc1C(=O)N1CCC(C(=O)Nc2ccccn2)CC1 do in these assays?
Tat transport: -8; PKA-R2B act: -9; SUMO Mot1 rescue: -6; DAGLB inh: -2; CDK5 inh: -0.5; AddAB inh: 1.9; HTR5A inv ag: 8; PKA-R1A act: 5; phage Ecoli inh: -0.8; E coli growth: -0.4; HTR5A ag ctr: -3

Results for O=c1oc2ccc3ccccc3c2cc1-c1nnc(-c2ccccc2)o1 ?
Tat transport: 8; PKA-R2B act: 9; SUMO Mot1 rescue: 6; DAGLB inh: -4; CDK5 inh: 0.8; AddAB inh: 0.6; HTR5A inv ag: -8; PKA-R1A act: 6; phage Ecoli inh: 2.7; E coli growth: -1.1; HTR5A ag ctr: -2

How did COc1ccc(NC(=O)CCS(=O)(=O)c2cccc3nonc23)cc1Cl do in these assays?
Tat transport: -2; PKA-R2B act: 1; SUMO Mot1 rescue: 4; DAGLB inh: 4; CDK5 inh: 0.3; AddAB inh: 0.2; HTR5A inv ag: 2; PKA-R1A act: -9; phage Ecoli inh: 1.1; E coli growth: 0.4; HTR5A ag ctr: -1

How did CN1CCN(c2cc(C(F)(F)F)nc3ccc(F)cc23)CC1 do in these assays?
Tat transport: -8; PKA-R2B act: -5; SUMO Mot1 rescue: 7; DAGLB inh: -1; CDK5 inh: 2.5; AddAB inh: -2.5; HTR5A inv ag: -3; PKA-R1A act: -2; phage Ecoli inh: -0.4; E coli growth: -2.8; HTR5A ag ctr: 4

How did CC(C)NC(=O)CSc1nc(-c2cccs2)cc(-c2ccccc2)c1C#N do in these assays?
Tat transport: 0; PKA-R2B act: -9; SUMO Mot1 rescue: 222; DAGLB inh: 1; CDK5 inh: 1.0; AddAB inh: -0.2; HTR5A inv ag: 24; PKA-R1A act: -5; phage Ecoli inh: -0.2; E coli growth: 0.6; HTR5A ag ctr: 0

How did Cc1cc(CNCc2c(C(=O)N(C)Cc3ccccc3)nc3ccccn23)nn1C do in these assays?
Tat transport: 1; PKA-R2B act: -8; SUMO Mot1 rescue: 3; DAGLB inh: -2; CDK5 inh: 0.3; AddAB inh: 0.6; HTR5A inv ag: 8; PKA-R1A act: -7; phage Ecoli inh: 2.8; E coli growth: -0.8; HTR5A ag ctr: 5

How did CCOc1ccc(N(CC(=O)Nc2cccc(F)c2)S(=O)(=O)c2c(C)noc2C)cc1 do in these assays?
Tat transport: 10; PKA-R2B act: -23; SUMO Mot1 rescue: -16; DAGLB inh: -8; CDK5 inh: -0.4; AddAB inh: 2.8; HTR5A inv ag: -4; PKA-R1A act: -3; phage Ecoli inh: 1.8; E coli growth: 0.6; HTR5A ag ctr: 1

How did COc1ccc(N2CC(C(=O)Nc3cccc(OC(C)C)c3)CC2=O)cc1 (stereo not given) do in these assays?
Tat transport: -1; PKA-R2B act: -1; SUMO Mot1 rescue: 6; DAGLB inh: 0; CDK5 inh: -1.2; AddAB inh: 2.4; HTR5A inv ag: 3; PKA-R1A act: 1; phage Ecoli inh: 3.6; E coli growth: -2.3; HTR5A ag ctr: -1

What do the screens show for `Cc1ccc(C(=O)OCC(=O)c2ccc(CC(=O)N3CCOCC3)s2)cc1C`?
Tat transport: 0; PKA-R2B act: 7; SUMO Mot1 rescue: 5; DAGLB inh: 0; CDK5 inh: 0.3; AddAB inh: 0.4; HTR5A inv ag: 13; PKA-R1A act: 7; phage Ecoli inh: 2.8; E coli growth: -1.9; HTR5A ag ctr: -5

How did Cc1ccc(C2C(C#N)=C(N)N(N(C)C)C3=C2C(=O)CCC3)cc1 (stereo not given) do in these assays?
Tat transport: 3; PKA-R2B act: 10; SUMO Mot1 rescue: -1; DAGLB inh: -1; CDK5 inh: 1.2; AddAB inh: 0.3; HTR5A inv ag: 11; PKA-R1A act: 4; phage Ecoli inh: 1.5; E coli growth: -0.9; HTR5A ag ctr: -4

How did CC(Oc1ccc(Cl)cc1Cl)C(=O)Nc1ccc2oc(-c3ccncc3)nc2c1 (stereo not given) do in these assays?
Tat transport: -5; PKA-R2B act: 0; SUMO Mot1 rescue: 4; DAGLB inh: -4; CDK5 inh: 0.3; AddAB inh: 1.4; HTR5A inv ag: 0; PKA-R1A act: 2; phage Ecoli inh: 1.2; E coli growth: -0.8; HTR5A ag ctr: 7

What do the screens show for `N#C/C(=C1\CCCN1)c1nc2ccccc2c(=O)[nH]1`?
Tat transport: -17; PKA-R2B act: 2; SUMO Mot1 rescue: -15; DAGLB inh: -1; CDK5 inh: 1.2; AddAB inh: 2.8; HTR5A inv ag: -12; PKA-R1A act: -6; phage Ecoli inh: 1.5; E coli growth: 2.2; HTR5A ag ctr: -3

How did COc1ccc(NS(=O)(=O)c2cccc(C(=O)NNC(=O)c3ccc(=O)[nH]c3)c2)cc1 do in these assays?
Tat transport: 6; PKA-R2B act: 7; SUMO Mot1 rescue: -9; DAGLB inh: 1; CDK5 inh: 0.6; AddAB inh: 2.5; HTR5A inv ag: 5; PKA-R1A act: -7; phage Ecoli inh: -22; E coli growth: -0.2; HTR5A ag ctr: -2

How did CC1CC(C)CN(S(=O)(=O)CCNC(=O)c2ccccc2)C1 (stereo not given) do in these assays?
Tat transport: -1; PKA-R2B act: -1; SUMO Mot1 rescue: -9; DAGLB inh: -6; CDK5 inh: -1.4; AddAB inh: 1.9; HTR5A inv ag: 5; PKA-R1A act: 4; phage Ecoli inh: 0.4; E coli growth: 0.5; HTR5A ag ctr: -2

Results for Cc1cc(Br)ccc1NC(=O)CN(C)C(=O)c1cc([N+](=O)[O-])ccc1N1CCOCC1 ?
Tat transport: -4; PKA-R2B act: -14; SUMO Mot1 rescue: -7; DAGLB inh: 1; CDK5 inh: 0.9; AddAB inh: -1.4; HTR5A inv ag: 6; PKA-R1A act: 5; phage Ecoli inh: 1.0; E coli growth: 1.9; HTR5A ag ctr: -2

Results for CCC1(C(N)=O)CC2C=CC1C2 (stereo not given) ?
Tat transport: 7; PKA-R2B act: 6; DAGLB inh: 0; CDK5 inh: 0.8; HTR5A inv ag: -16; PKA-R1A act: 14; phage Ecoli inh: 0.5; HTR5A ag ctr: 4

Results for C=C(C)COc1ccc(-c2n[nH]c(C)c2-c2ccc(OC)c(OC)c2)c(O)c1 ?
Tat transport: 10; PKA-R2B act: 0; SUMO Mot1 rescue: 2; DAGLB inh: 0; CDK5 inh: 0.9; AddAB inh: 2.6; HTR5A inv ag: -6; PKA-R1A act: -5; phage Ecoli inh: 0.0; E coli growth: 1.6; HTR5A ag ctr: 2

What do the screens show for `c1ccc(CN2CCOCC2)nc1`?
Tat transport: -6; PKA-R2B act: 4; DAGLB inh: -1; CDK5 inh: 1.4; HTR5A inv ag: 1; PKA-R1A act: -3; phage Ecoli inh: 1.6; HTR5A ag ctr: 0

What do the screens show for `N#C/C(=C/c1ccc(CNS(=O)(=O)c2ccccc2)o1)C(=O)NCc1ccccc1`?
Tat transport: 0; PKA-R2B act: 5; SUMO Mot1 rescue: -3; DAGLB inh: 0; CDK5 inh: -0.5; AddAB inh: 3.5; HTR5A inv ag: 0; PKA-R1A act: 1; phage Ecoli inh: 2.3; E coli growth: -0.3; HTR5A ag ctr: -6

What do the screens show for `Cc1[nH]c2ccccc2c1C(=O)C(=O)Nc1ccc2c(c1)OCO2`?
Tat transport: 5; PKA-R2B act: -2; SUMO Mot1 rescue: 172; DAGLB inh: 2; CDK5 inh: -0.5; AddAB inh: 1.3; HTR5A inv ag: 11; PKA-R1A act: -4; phage Ecoli inh: 2.5; E coli growth: -0.1; HTR5A ag ctr: -3

What do the screens show for `COc1cc(C(CCN2CCCC(C)C2)c2c(OC)cc(OC)c3c2OC(=O)CC3c2ccc(N(C)C)cc2)cc(OC)c1OC` (stereo not given)?
Tat transport: 5; PKA-R2B act: 6; SUMO Mot1 rescue: 4; DAGLB inh: -1; CDK5 inh: 0.3; AddAB inh: 1.1; HTR5A inv ag: -35; PKA-R1A act: -10; E coli growth: 0.8; HTR5A ag ctr: 12
